# High-throughput results: PubChem, Sanford-Burnham Center for Chemical Genomics
# APJ antagonist – antagonists of human apelin receptor APJ, primary screen, CHO-K1 cells, beta-arrestin complementation, luminescence; P35414; inhibition, % at 20 µM; actives 0.32% (n = 330,000);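 active means inhibition above about 40% at 20 µM, limit read from the data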;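 further: cells challenged with 10 nM apelin-13 agonist together with compound; plate controls were apelin-13 plus DMSO wells for no effect and DMSO wells lacking apelin-13 for full effect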
# Target sequence (P35414 whole entry, looked up): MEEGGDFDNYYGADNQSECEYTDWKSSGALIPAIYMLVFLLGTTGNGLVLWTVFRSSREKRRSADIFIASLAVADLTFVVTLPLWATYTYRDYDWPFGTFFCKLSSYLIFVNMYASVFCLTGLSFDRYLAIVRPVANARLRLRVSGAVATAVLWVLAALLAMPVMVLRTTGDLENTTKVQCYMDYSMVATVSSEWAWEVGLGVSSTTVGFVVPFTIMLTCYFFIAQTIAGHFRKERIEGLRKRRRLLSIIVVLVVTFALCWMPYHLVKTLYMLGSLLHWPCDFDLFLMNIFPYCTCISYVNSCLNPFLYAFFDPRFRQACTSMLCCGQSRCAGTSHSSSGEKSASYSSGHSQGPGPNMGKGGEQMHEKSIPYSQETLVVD
# UPR XBP1 act – activators of adaptive XBP1 UPR arm, primary screen, cell-based, CHO-XBP1 luciferase reporter, luminescence, uHTS | IRE1-XBP1 UPR activation; percent of tunicamycin response, DMSO as zero | activation, % at 20 µM | actives 0.33% (n = 330,000);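 active means versus positive control, 20 µM dose yields 30% or more activation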;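 further: 100% = tunicamycin at 10 µg/mL and 0% = DMSO only wells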
#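 Assay system: CHO-XBP1 luciferase reporter cells; Schedule: 6 h treatment, 37 °C; Detection: glow luminescence from Steady-Glo reagent; Benchmarks: high control tunicamycin 10 µg/mL final, low control DMSO vehicle only.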
# APJ agonist – agonists of human apelin receptor APJ, primary screen, CHO-K1 cells, PathHunter beta-arrestin, luminescence | actives 0.11% (n = 330,000) | AID 2520, 2010 | 0% DMSO wells, 100% apelin | activation, % at 20 µM;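 active means activation more than six SD over the plate average, tested at 20 µM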;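 further: 0% = DMSO alone and 100% = apelin-13 at 10 nM; some results filed as inactive read as strong as hits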
#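 Test system: CHO-K1 APJ beta-arrestin complementation cell line | Compound: Single test compound dose, 20 µM final, 1% DMSO | Incubation: Compound 90 min 25 °C, reagent 1 h | Measured by: beta-gal luminescence | Read-out basis: APJ–arrestin association signal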
# tim23-1 inh – growth inhibitors of tim23-1 mutant yeast, primary screen, luminescence, uHTS; S. cerevisiae tim23-1 growth, BacTiter-Glo luminescence, 24 h; inhibition, % at 20 µM; actives 1.3% (n = 330,000); AID 463212, 2010;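 active means growth inhibition of the mutant yeast at or above 50%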;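 further: temperature-sensitive mutant grown at 25 °C; plate controls were DMSO-treated mutant yeast for no effect and medium wells lacking yeast for full effect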
# TIM10 inh – growth inhibitors of isogenic TIM10 control yeast, primary screen, counter-screen for tim10-1 yeast inhibitor project, luminescence, uHTS | S. cerevisiae TIM10 strain growth, BacTiter-Glo luminescence, 24 h | inhibition, % at 10 µM | actives 1.4% (n = 330,000) | AID 463195, 2010;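 active means inhibition of 40% or more at the single tested concentration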;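 further: wild-type TIM10 isogenic control strain grown at permissive 25 °C; 0% = DMSO yeast wells and 100% = minimal medium wells without yeast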
# tim10-1 inh – growth inhibitors of tim10-1 mutant yeast, primary screen, luminescence, uHTS; S. cerevisiae tim10-1 ts strain growth, BacTiter-Glo, 24 h; inhibition, % at 20 µM; actives 2.2% (n = 330,000); AID 463190, 2010;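 active means inhibition of at least 40%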;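 further: mutant grown at 25 °C; 0% = DMSO wells with yeast and 100% = wells holding no yeast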
# CXCR6 block – CXCR6 receptor inhibitors, primary screen, cell-based, beta-arrestin, luminescence, CHO-K1 PathHunter, 1536-well. actives 0.36% (n = 360,000). inhibition, % at 20 µM. C-X-C chemokine receptor type 6 (Homo sapiens), O00574; in the data active means inhibition above about 34%, passing the limit was not always enough;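 further: antagonist mode with CXCL16 agonist at 10 nM final; 0% = 10 nM CXCL16 with DMSO and 100% = unstimulated wells without agonist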
# Target sequence (O00574 whole entry, looked up): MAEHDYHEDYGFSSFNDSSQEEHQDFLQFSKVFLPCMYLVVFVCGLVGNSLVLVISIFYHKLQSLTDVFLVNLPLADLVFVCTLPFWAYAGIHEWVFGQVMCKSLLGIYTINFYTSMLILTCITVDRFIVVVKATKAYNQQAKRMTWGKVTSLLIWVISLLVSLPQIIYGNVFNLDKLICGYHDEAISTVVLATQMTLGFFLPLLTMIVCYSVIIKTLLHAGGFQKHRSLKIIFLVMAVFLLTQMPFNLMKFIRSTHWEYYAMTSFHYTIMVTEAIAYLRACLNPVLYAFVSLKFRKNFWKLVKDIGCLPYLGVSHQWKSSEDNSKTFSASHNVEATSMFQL
# UPR CHOP act – activators of apoptotic CHOP UPR arm, primary screen, cell-based, CHO-CHOP luciferase reporter, luminescence, uHTS. activation, % at 10 µM. UPR activation; percent of tunicamycin response over DMSO baseline. actives 0.34% (n = 330,000). AID 449763, 2010;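 active means at 10 µM dose, activation of 40% or more, normalized to positive control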;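 further: 100% = tunicamycin at 10 µg/mL and 0% = DMSO alone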
#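 measured by = luciferase luminescence | assay system = CHO-CHOP cells, stable luciferase reporter of PERK-eIF2a-CHOP signalling | amount = 500 reporter cells seeded per well | timing = 6 h compound exposure at 37 °C after overnight seeding | controls = positive tunicamycin 10 µg/mL, negative DMSO alone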
# Mdm2-MdmX inh – inhibitors of human Mdm2-MdmX association, primary screen, cell-based, luminescence, split luciferase, SaOS-2, uHTS; SaOS-2 split-luciferase Mdm2/MdmX complementation; inhibition, % at 8 µM; Protein Mdm4 (Homo sapiens) + E3 ubiquitin-protein ligase Mdm2 (Homo sapiens), …; actives 3% (n = 330,000); AID 485346, 2010;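 active means inhibition of at least 50% at 8 µM in the primary screen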
# The depositor's hits bear a star.
SMILES,APJ antagonist,UPR XBP1 act,APJ agonist,tim23-1 inh,TIM10 inh,tim10-1 inh,CXCR6 block,UPR CHOP act,Mdm2-MdmX inh
COc1ccc(NC(=O)CS(=O)c2cccc(Cl)c2)cc1 (stereo not given),-2.2,-1.6,5.6,-5.4,3.2,-13.1,-6.5,-0.4,8.0
Cc1ccc(C)c(N2CCN(C(=O)c3ccc4c(=O)n5c(nc4c3)CCCCC5)CC2)c1,19.3,5.7,-3.1,37.1,11.3,21.2,8.9,2.0,31.2
C/C(=N\NC(=O)c1ccc(C(=O)N/N=C(\C)c2ccco2)o1)c1ccco1,-10.2,-3.1,-4.9,-7.0,8.0,-4.6,-11.4,4.6,-3.8
Cn1ccnc1SCC(=O)c1ccc(O)cc1,-4.9,-1.9,-2.2,14.5,-7.1,1.4,-0.9,-0.4,2.3
CCN(CC)CCn1c(SCC(=O)NCc2ccccc2)nc2c(sc3ccccc32)c1=O,-6.2,0.3,0.1,11.6,10.0,12.3,-4.6,2.8,74.8*
O=C(Nc1cc(F)ccc1F)c1cccc(-n2cnnn2)c1,8.7,-1.7,11.6,-10.4,-0.5,-13.3,-0.3,1.8,6.9
CCN1CCc2nc3ccccc3c(C(=O)Nc3ccc(F)cc3)c2C1,-4.4,1.4,-2.7,5.4,-14.8,7.4,7.9,-1.0,7.3
COC(=O)c1sc(=S)n(-c2ccccc2OC)c1N,10.1,2.9,-1.5,-10.7,12.5,5.6,9.4,0.0,-11.0
CCC(Oc1ccccc1OC)C(=O)Nc1ccc2c(c1)OCCO2 (stereo not given),12.9,-3.9,-2.3,15.9,3.3,-0.7,-0.3,0.2,18.6
CCOC(=O)c1cc(-c2ccc(C#N)cc2)nc2c1c(C)nn2CCC#N,0.5,1.2,-5.2,10.6,-6.2,13.3,-1.4,-0.8,11.6
O=C(NC(=S)Nc1ccccc1)c1cccs1,17.8,4.5,-3.2,37.6,0.7,18.9,18.4,6.4,-8.6
COC(=O)c1ccc(C)c(-n2c(C)cc(C=O)c2C)c1,-12.6,-2.0,2.1,22.8,14.9,17.9,-0.1,-0.3,-9.0
Cc1ccc2c(c1)C(c1ccccc1)N(C(=O)c1ccc(S(=O)(=O)N3CCOCC3)cc1)CC(=O)N2 (stereo not given),17.3,1.4,-0.2,6.4,8.6,17.0,6.9,5.1,16.9
CCc1nnc(NC(=O)CSc2nnc(-c3ccc(NS(=O)(=O)c4ccccc4)cc3)o2)s1,-14.1,1.3,0.2,-2.2,18.8,9.0,2.2,-0.2,-17.8
Cn1c(NCc2ccco2)nc2c1c(=O)n(Cc1ccc(Cl)c(Cl)c1)c(=O)n2C,-7.7,-2.3,5.1,6.3,32.2,11.7,9.6,-0.3,41.9
Cc1ccc(C(=O)Oc2oc(-c3ccco3)nc2C=Nc2ccc(Cl)cc2)cc1,12.6,7.3,-0.8,50.4*,36.6,49.6*,20.6,31.0,-107.6
CCCc1nc2ccccc2n1CCOC,6.6,1.3,-3.7,-3.5,7.0,6.3,-0.4,1.9,11.4
COc1ccc(C(=O)C2CCCN(C(=O)c3csc(C(C)=O)c3)C2)c(C)c1 (stereo not given),14.6,-4.3,-5.8,15.9,7.7,11.0,-3.8,1.0,13.9
CC(C)NC(=O)N(C)C[C@H]1Oc2c(NC(=O)c3ccc(-c4nccs4)cc3)cccc2C(=O)N([C@@H](C)CO)C[C@H]1C,12.3,5.2,0.3,13.3,5.6,15.2,-5.7,4.3,12.7
O=C(CSc1nnc(-c2ccccn2)o1)Nc1ccccc1F,3.2,-3.9,0.8,-27.1,-10.3,-35.8,0.4,0.3,-27.8
Cc1ccc(NNC(N)=S)cc1Cl,-3.9,-1.9,3.0,22.9,-3.3,9.6,-9.0,-0.2,-18.5
CC1CCN(C(=O)c2ccc(N3C(=O)C4CCC(C)CC4C3=O)cc2)CC1 (stereo not given),5.4,-1.8,-2.9,18.8,-7.3,14.5,8.2,-0.9,18.3
Cn1c(-c2ccsc2)c(-c2cccs2)c2cc(Br)ccc21,-7.2,-1.1,0.2,6.3,7.7,16.6,-7.5,1.5,29.2
CC1(C)[C@H]2CC=C(CN3CCC(N4CCC(C(=O)N5CCCC5)CC4)CC3)[C@@H]1C2,1.6,-0.5,0.3,-7.2,-225.4,-76.4,-3.2,-0.2,22.4
CN(CCc1ccccn1)C(=O)CCC1CCCN(C(=O)c2c3c(nn2C)CCCC3)C1 (stereo not given),-0.2,-3.0,1.4,16.1,-13.9,-3.7,-3.5,-0.5,-0.2
O=C(CNC(=O)c1ccccc1)Nc1cccc(C(F)(F)F)c1,-3.7,-2.0,0.5,3.0,-28.7,-15.4,-2.6,1.0,11.5
COc1cccc(NC(=O)C2CCC(CNS(=O)(=O)c3cccs3)CC2)c1 (stereo not given),14.1,-3.4,-4.9,8.0,-2.3,-0.2,-0.9,-0.3,10.3
C=CCn1cc(/C=C2/NC(=O)NC2=O)c2ccccc21,-10.1,-1.4,-2.8,-17.6,2.0,-4.3,-4.6,-1.1,24.7
O=C(NNC1=C(C(=O)C(F)(F)F)CCC1)c1ccncc1,-1.5,4.2,-3.8,6.5,12.8,19.0,-2.5,-1.6,8.1
Cc1ccc(C(=O)OCC(=O)N(C)C2CCS(=O)(=O)C2)cc1[N+](=O)[O-] (stereo not given),-1.2,-5.0,-1.3,5.7,-8.5,-4.0,-0.7,1.4,-10.9
CCSc1ncc(/C=N/Nc2ccc(F)cc2)n1C,-3.8,5.8,1.0,8.4,5.4,-15.5,10.1,-3.1,-9.3
Cc1nn(C)c(=O)n1-c1ccccc1,0.7,-2.2,-1.6,4.4,-11.5,9.5,0.9,1.1,-38.6
Cc1cc(C(=O)Nc2sccc2C#N)c2ccccc2n1,8.8,-2.4,2.8,2.8,6.8,-17.2,-4.1,-0.9,16.3
CCOC(=O)c1cnc(-c2ccccc2)nc1Oc1ccc(Cl)cc1,17.3,-4.5,-5.0,18.7,10.7,4.5,8.9,2.5,20.4
O=C1c2ccccc2NC(c2cccc([N+](=O)[O-])c2)N1CCc1ccccc1 (stereo not given),-15.5,-4.8,0.5,25.8,16.3,26.1,-14.3,2.5,-34.9
CCOc1ccccc1NC(=O)COC(=O)c1c[nH]c2ccccc12,8.2,6.1,2.6,-13.6,-10.6,-11.3,-2.2,0.4,48.2
O=C(Nc1cc(Cl)c(Cl)cc1Cl)c1cccnc1,-5.5,-0.2,3.0,3.7,3.7,0.8,-9.1,0.4,3.9
CC1C/C(=N/NC(=O)c2cccc(F)c2)c2ccc(O)cc2C1 (stereo not given),9.8,3.6,-0.4,23.4,3.6,-1.6,-1.9,1.5,-27.9
CCn1c(SCc2ccc(C(=O)Nc3nccs3)cc2)nnc1-c1ccc(NC(C)=O)cc1,3.5,0.3,0.2,14.1,-7.1,4.8,3.7,-1.7,4.6
OC1(c2cn(Cc3ccccc3)nn2)CCCCC1,18.3,3.5,-5.3,-8.8,-10.1,-12.4,-2.1,-3.2,-1.5
CC(C)C(C(=O)NC(C)(C)C)N1C(=O)c2ccccc2C1=O (stereo not given),-3.6,0.2,1.5,23.7,7.1,21.6,-26.3,0.4,-8.4
CC1CCCC(C)N1C(=O)COC(=O)c1ccc(Br)o1 (stereo not given),7.0,0.4,-3.5,20.0,13.5,10.3,6.9,2.3,18.3
CC(=O)NCCC(=O)N1CCCC(CNC(=O)c2ccc(-c3ccccc3)cc2)C1 (stereo not given),15.9,4.2,1.9,10.7,8.4,5.9,1.7,-0.9,5.0
CC(C)(C)c1ccc(C(=O)COC(=O)CN2C(=O)NC3(CCCC3)C2=O)cc1,-10.2,-3.9,3.5,16.6,7.1,15.8,2.3,0.0,10.0
CCCSc1nc2ccccc2n1CC(=O)O,-0.2,1.4,0.2,6.9,14.9,9.5,-1.8,1.0,8.8
COc1cc(NS(=O)(=O)c2ccc(NC(=S)NC(=O)c3ccco3)cc2)nc(OC)n1,7.1,0.2,-4.7,7.0,-18.3,12.6,2.5,0.7,-4.6
COc1ccc(Cc2nnc(NC(=O)Cn3cnc4c3c(=O)n(C)c(=O)n4C)s2)cc1,-5.6,-3.4,2.6,11.0,1.8,8.4,1.9,3.8,-5.5
Cc1nnc2ccc(-c3cccc(NC(=O)c4ccco4)c3)nn12,11.7,-0.7,2.9,13.5,7.1,17.9,0.1,-0.3,19.7
CC(C)CC(=O)N=C1SC2CS(=O)(=O)CC2N1CCc1ccccc1 (stereo not given),4.2,0.5,-2.2,-5.3,4.3,8.0,-4.7,-0.4,-24.0
Cc1ccc(S(=O)(=O)N(C)C)cc1NC(=O)CN1C(=O)NC(Cc2c[nH]c3ccccc23)C1=O (stereo not given),8.3,0.2,0.5,7.2,-10.4,10.3,4.8,1.2,12.6
Cc1ccccc1-c1nc(-c2ccc(Br)o2)no1,6.1,0.9,-4.0,18.7,1.0,19.5,-5.6,3.9,-21.0
CCc1cc2c(=O)c(-c3cscn3)coc2cc1O,-17.9,6.6,-1.6,15.5,8.2,4.8,5.3,6.5,-37.0
CCOc1ccccc1NC(=O)CNC(=O)Cc1ccccc1,-22.5,-1.8,-2.2,16.5,-10.2,24.8,-4.1,-1.3,0.3
Cc1ccc(OCCC(=O)OCC(=O)NC(=O)NCc2ccccc2)cc1,19.5,-1.9,3.8,20.4,4.1,27.0,-8.8,0.4,-18.9
COc1ccc(CCn2cc(C#N)c(=O)[nH]c2=O)cc1OC,-8.6,-2.0,-1.3,-2.1,-10.2,-4.3,-4.5,0.2,11.5
N#Cc1c(-c2ccccc2)nc(SCC(=O)N2c3ccccc3Sc3ccccc32)[nH]c1=O,-2.1,-4.1,-0.2,18.3,15.0,2.0,6.9,-0.5,16.2

# Ordered by the number under UPR XBP1 act (lowest first): some entries from above.
mol	UPR XBP1 act
COc1ccc(CCn2cc(C#N)c(=O)[nH]c2=O)cc1OC	-2.0
CCCSc1nc2ccccc2n1CC(=O)O	1.4
CCc1cc2c(=O)c(-c3cscn3)coc2cc1O	6.6

# Some values from the list.
# CC(C)(C)c1ccc(C(=O)COC(=O)CN2C(=O)NC3(CCCC3)C2=O)cc1 in UPR CHOP act: 0.0
# CC(C)C(C(=O)NC(C)(C)C)N1C(=O)c2ccccc2C1=O (stereo not given) in TIM10 inh: 7.1

# Not all compounds are listed; count on the stated rates, not on these rows.
